CHO-K1 Ca antag = M1 antagonist counterscreen hit in parental CHO-K1 cells. ATP-induced calcium, Fluo-8 fluorescence. inhibition, % at 3 µM. actives 0.6% (n = 360,000);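 active means inhibition above a per-plate cutoff, the plate's mean sample inhibition plus 3 SD, cut at about 24% in these data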;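 further: 0% = DMSO plus EC80 ATP and 100% = DMSO alone without ATP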
OXTR potentiator = human OXTR potentiation; P30559; CHO-OTR cells, Fluo-8 calcium fluorescence, potentiator mode; 0% = oxytocin EC15, 100% = EC100; activation, % at 3 µM; actives 0.061% (n = 320,000); AID 2445;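 active means activation above that plate's cutoff, the mean activation of tested compounds plus 3 SD, cut at about 6.6% in these data, passing the limit was not always enough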;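 further: 100% uses oxytocin at 75 nM as the full agonist control; some results filed as inactive read as strong as hits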
Target sequence (P30559 whole entry, looked up): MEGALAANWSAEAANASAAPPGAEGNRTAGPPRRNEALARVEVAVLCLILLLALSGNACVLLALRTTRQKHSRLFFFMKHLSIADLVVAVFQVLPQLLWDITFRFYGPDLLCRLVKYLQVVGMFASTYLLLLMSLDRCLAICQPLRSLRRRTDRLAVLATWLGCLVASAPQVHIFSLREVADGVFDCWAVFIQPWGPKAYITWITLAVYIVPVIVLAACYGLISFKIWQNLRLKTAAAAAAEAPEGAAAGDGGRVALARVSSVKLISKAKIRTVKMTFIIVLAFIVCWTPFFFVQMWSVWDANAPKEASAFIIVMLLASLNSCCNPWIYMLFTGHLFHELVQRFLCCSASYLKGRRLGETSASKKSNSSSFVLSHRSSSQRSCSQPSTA
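Assay system: CHO cell line stably expressing human OTR | Also added: Oxytocin at about EC15, sub-maximal agonist stimulus | Times: Compound 6 min at room temperature before oxytocin, 100 s read | Measured by: Fluo-8 intracellular calcium fluorescence, ex 470-495, em 515-575 nm | Controls: EC15 oxytocin alone as 0%, 75 nM oxytocin as 100%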
TAAR1 antagonist = human TAAR1 antagonism; Q96RJ0; CHO RD-HGA16 TAAR1, Fluo-8 calcium fluorescence, antagonist; inhibition, % at 3 µM; actives 1.5% (n = 360,000); AID 624466;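 active means inhibition above a per-plate cutoff, the mean inhibition of test compounds on that plate plus 3 SD, cut at about 49% in these data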;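 further: 0% = DMSO plus EC80 beta-PEA response and 100% = DMSO alone without agonist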
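Assay system: CHO-derived RD-HGA16 cells stably expressing human TAAR1 plus Gα16. Timing: 140 s kinetic read after compound, 140 s after agonist. Technique: kinetic Fluo-8 calcium fluorescence measurement. Measure: % inhibition of agonist calcium response.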
CHO parental Ca = signal in parental CHO cells, OX1R antagonist counter-screen; parental CHO-K1, ATP-induced calcium, Fluo-8 fluorescence; inhibition, % at 5.6 µM; actives 0.63% (n = 330,000);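 active means inhibition above that plate's mean sample inhibition plus 3 SD, cut at about 26% in these data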;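 further: 0% = ATP-challenged DMSO wells and 100% = DMSO wells without ATP; some compounds past the cut are filed as inactive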
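test system = CHO parental line | reagent = ATP stimulus | measured by = intracellular calcium via Fluo-8 no-wash fluorescent dye | control set = ATP and no-ATP DMSO wells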
M1 PAM parental = M1 PAM counterscreen hit in parental CHO-K1 cells | activation, % at 3 µM | ATP EC20, Fluo-8 calcium fluorescence; 0% at ATP EC20, 100% at ATP max | actives 0.02% (n = 360,000);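 active means activation above the run cutoff, the mean activation of all test compounds plus 3 SD, cut at about 40% in these data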;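 further: peak over basal fluorescence ratio in a 140 s read after ATP addition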
V1aR counter = V1a receptor agonism, counter-screen for OXTR agonists; P37288; CHO-V1R cells, Fluo-8 calcium fluorescence, agonist mode; 0% DMSO, 100% 3 nM vasopressin; activation, % at 3 µM; actives 0.25% (n = 320,000); AID 2797;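 active means activation above the mean activation of all tested compounds plus 3 SD, per screening run, cut at about 20% in these data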;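 further: signal is peak over basal fluorescence ratio across a 100 second FLIPR read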
M1 ag parental = M1 agonist counterscreen hit in parental CHO-K1 cells | Fluo-8 calcium fluorescence; scaled to maximal ATP response, vehicle zero | activation, % at 3 µM | actives 0.48% (n = 360,000); in the data active means activation above about 15%;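 further: untransfected CHO-K1 host cells lacking M1 receptor as counterscreen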
CHRM1 agonist = human M1 muscarinic receptor agonism; CHO-K1 hM1, Fluo-8 calcium fluorescence, agonist mode; 0% DMSO, 100% acetylcholine EC100; activation, % at 3 µM; actives 0.33% (n = 360,000); AID 588814;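 active means activation above the run's mean compound activation plus 3 SD, cut at about 16% in these data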;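 further: peak over basal fluorescence ratio within a 140 s kinetic read after compound addition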
Target sequence (P11229 whole entry, looked up): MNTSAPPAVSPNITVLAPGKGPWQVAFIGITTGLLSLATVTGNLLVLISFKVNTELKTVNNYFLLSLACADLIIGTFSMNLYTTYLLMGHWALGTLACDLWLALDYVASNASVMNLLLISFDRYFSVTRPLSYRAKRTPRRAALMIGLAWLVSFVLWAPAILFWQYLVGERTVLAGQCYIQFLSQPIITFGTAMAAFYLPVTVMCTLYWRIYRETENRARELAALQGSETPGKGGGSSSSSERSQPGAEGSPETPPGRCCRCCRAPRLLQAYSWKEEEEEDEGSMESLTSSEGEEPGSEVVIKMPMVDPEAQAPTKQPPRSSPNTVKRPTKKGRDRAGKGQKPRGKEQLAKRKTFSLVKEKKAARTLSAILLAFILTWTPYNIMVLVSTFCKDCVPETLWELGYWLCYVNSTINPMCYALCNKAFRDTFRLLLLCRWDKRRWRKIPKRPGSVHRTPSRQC
TAAR1 ag = agonists of human TAAR1; CHO RD-HGA16 TAAR1, Fluo-8 calcium fluorescence; vehicle wells 0%, saturating PEA agonist 100%; activation, % at 3 µM; actives 0.99% (n = 360,000);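 active means activation above the mean activation of all test compounds in the run plus 3 SD, cut at about 38% in these data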
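System: CHO-derived RD-HGA16 cells with stable Gα16 and human TAAR1. Times: 17-24 h plating, Fluo-8 75 min 37 °C, 30 min RT. Measured by: calcium-sensitive Fluo-8 signal, excitation 470-495, emission 515-575 nm. Read-out basis: % activation relative to PEA EC100 response. Control set: DMSO and PEA EC100. Repeats: no replicates (n 1).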
An asterisk follows results filed as active. Rows are unselected; any-hit rate near 3.3%.

For CC(C)CC(=O)Nc1ccc(S(=O)(=O)N2CCCC2)cc1 the results were CHO-K1 Ca antag 0, OXTR potentiator 2, TAAR1 antagonist -1, CHO parental Ca -4, M1 PAM parental -2, V1aR counter 0.6, M1 ag parental 0.5, CHRM1 agonist -6 and TAAR1 ag 5.
Screening CCOc1ccc(-c2nnn(CC(=O)NCc3cccs3)n2)cc1 returned CHO-K1 Ca antag 0, OXTR potentiator -5, TAAR1 antagonist -11, CHO parental Ca -4, M1 PAM parental 14, V1aR counter 0.8, M1 ag parental 0.8, CHRM1 agonist -4 and TAAR1 ag -1.
For O/N=C(/c1ccc(F)cc1)C1CC1c1c(F)cccc1Cl (stereo unspecified) the results were CHO-K1 Ca antag -19, OXTR potentiator -4, TAAR1 antagonist -16, CHO parental Ca -9, M1 PAM parental 3, V1aR counter -0.8, M1 ag parental -0.3, CHRM1 agonist -8 and TAAR1 ag -3.
`Cc1c(C(=O)N(Cc2cccc(Br)c2)C2CCS(=O)(=O)C2)oc2ccc(F)cc12` (stereo unspecified) gave CHO-K1 Ca antag -9, OXTR potentiator -3, TAAR1 antagonist -17, CHO parental Ca -17, M1 PAM parental 13, V1aR counter 2.4, M1 ag parental 2.4, CHRM1 agonist 0 and TAAR1 ag 6.
For CCCCC(=O)NS(=O)(=O)c1ccc(N=NN2CCOCC2)cc1 the results were CHO-K1 Ca antag -14, OXTR potentiator 7, TAAR1 antagonist -24, CHO parental Ca -4, M1 PAM parental 8, V1aR counter -0.5, M1 ag parental 0.5, CHRM1 agonist -7 and TAAR1 ag 0.
CC(Cl)C(=O)NNC(=O)CNS(=O)(=O)c1ccccc1 (stereo unspecified) was read as CHO-K1 Ca antag -5, OXTR potentiator -3, TAAR1 antagonist -1, CHO parental Ca -19, M1 PAM parental 18, V1aR counter 1.2, M1 ag parental 5.1, CHRM1 agonist -2 and TAAR1 ag 0.
For O=C(NCCS(=O)(=O)N1CCN(c2ccccc2)CC1)c1cc(=O)c2ccccc2o1 the results were CHO-K1 Ca antag -4, TAAR1 antagonist 5, M1 PAM parental 9, M1 ag parental 0.0, CHRM1 agonist 1 and TAAR1 ag 3.
CCc1nn2cc(-c3ccccc3)nc2s1 was read as CHO-K1 Ca antag -7, OXTR potentiator -10, TAAR1 antagonist -14, CHO parental Ca -1, M1 PAM parental 2, V1aR counter -0.7, M1 ag parental -0.6, CHRM1 agonist -3 and TAAR1 ag -3.
Screening O=c1cc(CN2CCN(S(=O)(=O)/C=C/c3ccccc3)CC2)c2ccc(O)cc2o1 returned CHO-K1 Ca antag 7, OXTR potentiator -15, TAAR1 antagonist -4, CHO parental Ca -3, M1 PAM parental -4, V1aR counter 3.7, M1 ag parental 3.0, CHRM1 agonist -3 and TAAR1 ag 1.
CCn1cc(C(=O)N2CC(C)CC(C)C2)c(=O)c2cc(S(=O)(=O)N3CCOCC3)ccc21 (stereo unspecified) was read as CHO-K1 Ca antag -3, OXTR potentiator -2, TAAR1 antagonist -4, CHO parental Ca -7, M1 PAM parental 13, V1aR counter 0.0, M1 ag parental 0.0, CHRM1 agonist -6 and TAAR1 ag 6.
CC(=O)N(c1ccc(Cl)cc1)c1nc(C)cc(C)c1C#N was read as CHO-K1 Ca antag 0, OXTR potentiator 3, TAAR1 antagonist 4, CHO parental Ca -24, M1 PAM parental 4, V1aR counter 1.1, M1 ag parental 0.5, CHRM1 agonist -8 and TAAR1 ag 9.
Screening COCC1CCN(Cc2c(C(=O)N3CCN(C4CCCCC4)CC3)nc3ccccn23)C1 (stereo unspecified) returned CHO-K1 Ca antag -6, OXTR potentiator 10, TAAR1 antagonist -3, CHO parental Ca -10, M1 PAM parental 21, V1aR counter 1.3, M1 ag parental 2.4, CHRM1 agonist -2 and TAAR1 ag 3.
`Cc1nn(C)c(C)c1S(=O)(=O)N1CCC(C(=O)Nc2ccc3c(c2)OCCO3)CC1` gave CHO-K1 Ca antag 9, OXTR potentiator -7, TAAR1 antagonist -7, CHO parental Ca -1, M1 PAM parental -7, V1aR counter -0.3, M1 ag parental 0.2, CHRM1 agonist -4 and TAAR1 ag -1.
`CN(C)c1nc(N)c2ncc(=S)[nH]c2n1` gave CHO-K1 Ca antag 2, OXTR potentiator -6, TAAR1 antagonist 6, CHO parental Ca -15, M1 PAM parental 10, V1aR counter 0.0, M1 ag parental 0.4, CHRM1 agonist -6 and TAAR1 ag 12.
`C[C@@H]1[C@@H](Sc2ccccc2)CC(=O)O[C@@H]1c1ccc(-c2ccccc2)cc1` gave CHO-K1 Ca antag -8, OXTR potentiator -21, TAAR1 antagonist 1, CHO parental Ca -4, M1 PAM parental -2, V1aR counter 1.0, M1 ag parental 0.1, CHRM1 agonist -4 and TAAR1 ag 12.

Ordered by molar mass (low to high): some entries from above
Screening CCOc1ccc(-c2nnn(CC(=O)NCc3cccs3)n2)cc1 returned CHO-K1 Ca antag 0, OXTR potentiator -5, TAAR1 antagonist -11, CHO parental Ca -4, M1 PAM parental 14, V1aR counter 0.8, M1 ag parental 0.8, CHRM1 agonist -4 and TAAR1 ag -1.
For CCCCC(=O)NS(=O)(=O)c1ccc(N=NN2CCOCC2)cc1 the results were CHO-K1 Ca antag -14, OXTR potentiator 7, TAAR1 antagonist -24, CHO parental Ca -4, M1 PAM parental 8, V1aR counter -0.5, M1 ag parental 0.5, CHRM1 agonist -7 and TAAR1 ag 0.
CCn1cc(C(=O)N2CC(C)CC(C)C2)c(=O)c2cc(S(=O)(=O)N3CCOCC3)ccc21 (stereo unspecified) was read as CHO-K1 Ca antag -3, OXTR potentiator -2, TAAR1 antagonist -4, CHO parental Ca -7, M1 PAM parental 13, V1aR counter 0.0, M1 ag parental 0.0, CHRM1 agonist -6 and TAAR1 ag 6.
`Cc1c(C(=O)N(Cc2cccc(Br)c2)C2CCS(=O)(=O)C2)oc2ccc(F)cc12` (stereo unspecified) gave CHO-K1 Ca antag -9, OXTR potentiator -3, TAAR1 antagonist -17, CHO parental Ca -17, M1 PAM parental 13, V1aR counter 2.4, M1 ag parental 2.4, CHRM1 agonist 0 and TAAR1 ag 6.

(cont.)
O=C(NCCc1ccccc1)C1CCC(Cn2c(=O)c3ccccc3n(Cc3cccnc3)c2=O)CC1 (stereo unspecified) was read as CHO-K1 Ca antag -12, OXTR potentiator -3, TAAR1 antagonist 5, CHO parental Ca -20, M1 PAM parental 20, V1aR counter -1.1, M1 ag parental 2.3, CHRM1 agonist -10 and TAAR1 ag 5.
For O=C(Cn1cnc2cc([N+](=O)[O-])ccc2c1=O)NC(c1ccccc1)c1ccccc1 the results were CHO-K1 Ca antag -6, OXTR potentiator -15, TAAR1 antagonist 7, CHO parental Ca -3, M1 PAM parental 20, V1aR counter 1.4, M1 ag parental 2.8, CHRM1 agonist -5 and TAAR1 ag 3.
Screening COc1ccc(N(C(C)=O)C2C=CS(=O)(=O)C2)c(OC)c1 (stereo unspecified) returned CHO-K1 Ca antag -30, OXTR potentiator -4, TAAR1 antagonist -3, CHO parental Ca -6, M1 PAM parental 25, V1aR counter 0.3, M1 ag parental 0.2, CHRM1 agonist -1 and TAAR1 ag 8.
Screening CC1CC(C)CN(CCOc2cccc(Cl)c2Cl)C1 (stereo unspecified) returned CHO-K1 Ca antag 8, OXTR potentiator -3, TAAR1 antagonist 7, CHO parental Ca -14, M1 PAM parental -1, V1aR counter 4.4, M1 ag parental 1.3, CHRM1 agonist -7 and TAAR1 ag 7.
`CCN(CC)Cc1nc2sc(C)c(C)c2c(=O)[nH]1` gave CHO-K1 Ca antag 0, OXTR potentiator 1, TAAR1 antagonist -1, CHO parental Ca -7, M1 PAM parental 9, V1aR counter 0.5, M1 ag parental -0.1, CHRM1 agonist -5 and TAAR1 ag 7.
Cc1cccc(N(CC(=O)NC(C)(C)C)C(=O)CNC(=O)c2cccs2)c1C was read as CHO-K1 Ca antag -6, OXTR potentiator 4, TAAR1 antagonist -20, CHO parental Ca -6, M1 PAM parental -5, V1aR counter 1.2, M1 ag parental 0.4, CHRM1 agonist -1 and TAAR1 ag 2.
COc1ccc(-c2nc(-c3cccc(C)c3)nc(N3CCN(C)CC3)c2C#N)cc1 was read as CHO-K1 Ca antag -4, OXTR potentiator -2, TAAR1 antagonist -17, CHO parental Ca -17, M1 PAM parental 8, V1aR counter -0.1, M1 ag parental -0.5, CHRM1 agonist -3 and TAAR1 ag 4.
`CCCC(=O)Nc1ccc(Cl)c(NC(=S)NC(=O)C(C)C)c1` gave CHO-K1 Ca antag 0, OXTR potentiator -12, TAAR1 antagonist -6, CHO parental Ca 9, M1 PAM parental 18, V1aR counter 2.9, M1 ag parental 1.9, CHRM1 agonist -5 and TAAR1 ag 4.
CCCOCC1CC(CCc2nc(=S)[nH][nH]2)C(=O)O1 (stereo unspecified) was read as CHO-K1 Ca antag -8, OXTR potentiator -4, TAAR1 antagonist 12, CHO parental Ca 14, M1 PAM parental 1, V1aR counter 0.7, M1 ag parental 0.3, CHRM1 agonist -5 and TAAR1 ag 1.
O=C(Nc1ccccc1F)c1cc(S(=O)(=O)N2CCOCC2)ccc1N1CCOCC1 was read as CHO-K1 Ca antag 5, TAAR1 antagonist 0, M1 PAM parental -31, M1 ag parental 0.4, CHRM1 agonist -2 and TAAR1 ag 1.
Cc1c(C(=O)N2CCCCC2)sc(NC(=O)C23CC4CC(CC(C4)C2)C3)c1C#N was read as CHO-K1 Ca antag 3, OXTR potentiator -14, TAAR1 antagonist -1, CHO parental Ca -18, M1 PAM parental 3, V1aR counter 0.6, M1 ag parental -0.3, CHRM1 agonist 0 and TAAR1 ag 0.
For O=C(Nc1ccccc1C(=O)N1CCOCC1)c1ccc(CSc2ccccc2)cc1 the results were CHO-K1 Ca antag -18, OXTR potentiator -4, TAAR1 antagonist 23, CHO parental Ca -23, M1 PAM parental 5, V1aR counter 1.1, M1 ag parental 2.7, CHRM1 agonist -4 and TAAR1 ag 8.
Screening Cc1ccc(CCN2CC(C(=O)NCCCN(C)Cc3ccccc3)CC2=O)cc1 (stereo unspecified) returned CHO-K1 Ca antag -5, OXTR potentiator -21, TAAR1 antagonist -12, CHO parental Ca -23, M1 PAM parental 20, V1aR counter -1.2, M1 ag parental 0.0, CHRM1 agonist -6 and TAAR1 ag 3.
`COc1cccc2c3c(c(C)nc12)CCN3c1ccccc1` gave CHO-K1 Ca antag -7, OXTR potentiator -8, TAAR1 antagonist -20, CHO parental Ca 8, M1 PAM parental 5, V1aR counter 0.1, M1 ag parental 3.6, CHRM1 agonist -7 and TAAR1 ag 8.
